PTHR1 agonist – activates the human parathyroid hormone receptor PTHR1; Q03431; HEK293 GP2 PTHR1 cells, GloSensor cAMP luminescence, 1 h; Potency, µM (top dose mostly 115 µM), without a hit: at the top dose activation, actives largely listed as activators; 410,000 tested, 0.075% active; AID 743266; further: potency means the concentration at half of the fitted maximal effect; nearly all actives have a fitted effect of over 55% in size; some results filed as inactive show a strong effect at the top dose; inactives centre near -15; many of its hits are not listed in these tables
Target sequence (Q03431 whole entry, looked up): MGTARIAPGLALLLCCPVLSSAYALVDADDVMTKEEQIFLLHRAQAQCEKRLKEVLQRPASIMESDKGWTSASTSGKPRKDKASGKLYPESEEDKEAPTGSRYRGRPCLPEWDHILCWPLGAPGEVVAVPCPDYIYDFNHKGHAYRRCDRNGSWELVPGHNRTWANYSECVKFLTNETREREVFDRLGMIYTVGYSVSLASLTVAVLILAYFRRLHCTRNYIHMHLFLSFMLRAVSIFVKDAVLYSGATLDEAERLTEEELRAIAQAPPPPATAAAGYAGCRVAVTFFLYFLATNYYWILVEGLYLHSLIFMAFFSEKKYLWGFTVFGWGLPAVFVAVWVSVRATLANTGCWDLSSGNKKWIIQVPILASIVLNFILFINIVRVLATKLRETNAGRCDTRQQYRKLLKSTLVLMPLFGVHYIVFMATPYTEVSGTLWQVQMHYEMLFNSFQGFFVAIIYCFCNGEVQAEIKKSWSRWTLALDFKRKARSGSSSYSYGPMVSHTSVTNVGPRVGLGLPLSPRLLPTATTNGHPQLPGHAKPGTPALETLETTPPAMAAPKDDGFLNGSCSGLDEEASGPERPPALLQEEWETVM
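HEK-293-derived GP2 cells expressing PTHR1 and a GloSensor cAMP reporter, 3,000/well, plated overnight, given luciferin plus IBMX (each 0.5 mM as added) for 1 h at 37 °C, then compound for 1 h at 37 °C. Luminescence was read after 15 min at room temperature.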
aSyn rescue – inhibitors of alpha-synuclein toxicity in yeast | Potency, µM (series often up to 46.1 µM), inactives show at the highest dose growth rescue (activation), hits mostly activators | 370,000 tested, 0.14% active | Yeast expressing alpha-synuclein, growth rescue, BacTiter-Glo, 24 h; further: potency means the concentration at half of the fitted maximal effect; % of control where 0% means no effect; nearly all actives have a fitted effect of over 65% in size
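Screening used galactose-induced yeast with toxic alpha-synuclein levels, exposed to compound for 24 hr at 30 deg C. Cell growth, read with BacTiter-Glo luminescence, gave the measured signal.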
Abeta rescue – A-beta toxicity reversal in yeast; yeast expressing A-beta42, growth rescue, OD600, 48 h; response scale: 0% DMSO, 100% iron-clioquinol control; Potency, µM (top dose mostly 46.1 µM), for the others: at the top dose growth rescue, usual class: activators; 410,000 tested, 0.063% active; AID 1347071; further: potency means the concentration at half of the fitted maximal effect; nearly all actives have a fitted effect of over 55% in size
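Growth rescue measured by 600 nm absorbance after 48 h yeast culture at 30 C with compound. Values normalized between DMSO and an equimolar ferric chloride plus clioquinol control.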
Mm-Cpn inhibitor – blocks the Methanococcus maripaludis chaperonin Mm-Cpn; purified Mm-Cpn ATPase, ADP Transcreener TR-FRET; Potency, µM (highest dose often 76.9 µM), for the others: at the highest dose activity, negative = inhibition, actives largely listed as inhibitors; 330,000 tested, 0.031% active; AID 504842; further: potency means the concentration at half of the fitted maximal effect; on the % scale 0 is the no-effect control and ±100 the full control effect; nearly all actives have a fitted effect of over 80% in size
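Quantitative HTS used 25 nM Mm-CPN and 10 uM ATP in magnesium/KCl Tris buffer, pH 7.4, with 1 mM DTT. Hydrolysis ran 30 min at 37°C; ADP was read by HTRF.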
Akt phos inh – Akt phosphorylation inhibition; activity change, % for hits at 50 µM; Neuro2A IGF-stimulated pAkt S473 HTRF, 20 min; active compounds read low; AID 651550; 360,000 tested, 0.32% active; in the data active means activity change below about -80%; inconclusive means mostly about -51% to -80%; further: on the % scale 0 is the no-effect control and ±100 the full control effect
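Neuro2A cells (4,500/well, DMEM with 0.5% FBS) were treated with compound at a single 50 µM final concentration, stimulated with 6 nM IGF for 20 min at 37 °C, and lysed. Phospho-Akt Ser473 was read by HTRF as 665/615 ratio ×10^4.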
HEK293 tox – cytotoxicity in counter-screen for GLP-1R inverse agonists; Potency, µM (highest dose often 38.3 µM), without a hit: top-dose activity change, negative = inhibition, usual class: inhibitors; 410,000 tested, 0.13% active; HEK293 cAMP-luciferase reporter cells, luminescence, 24 h;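 further: loss of luciferase light is scored as toxicity; potency means the concentration at half of the fitted maximal effect; on the % scale 0 is the no-effect control and ±100 the full control effect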
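Compound-treated cells are incubated 24 hr at 37 deg C under 5% CO2 after a 12 hour attachment period, then luciferase detection reagent is added and luminescence is measured following 12 min at room temperature; lowered signal indicates toxicity.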
GLP1R inv ag – inverse agonists of human GLP-1 receptor; P43220; HEK293 GLP-1R CRE-luciferase, luminescence, 24 h; GLP-1R form is constitutively active; Potency, µM (doses to about 38.3 µM), inactives show at the top dose activity change, negative = inhibition, most hits filed as inhibitors; 410,000 tested, 1.6% active; further: potency means the concentration at half of the fitted maximal effect; on the % scale 0 is the no-effect control and ±100 the full control effect; nearly all actives have a fitted effect of over 55% in size
Target sequence (P43220 whole entry, looked up): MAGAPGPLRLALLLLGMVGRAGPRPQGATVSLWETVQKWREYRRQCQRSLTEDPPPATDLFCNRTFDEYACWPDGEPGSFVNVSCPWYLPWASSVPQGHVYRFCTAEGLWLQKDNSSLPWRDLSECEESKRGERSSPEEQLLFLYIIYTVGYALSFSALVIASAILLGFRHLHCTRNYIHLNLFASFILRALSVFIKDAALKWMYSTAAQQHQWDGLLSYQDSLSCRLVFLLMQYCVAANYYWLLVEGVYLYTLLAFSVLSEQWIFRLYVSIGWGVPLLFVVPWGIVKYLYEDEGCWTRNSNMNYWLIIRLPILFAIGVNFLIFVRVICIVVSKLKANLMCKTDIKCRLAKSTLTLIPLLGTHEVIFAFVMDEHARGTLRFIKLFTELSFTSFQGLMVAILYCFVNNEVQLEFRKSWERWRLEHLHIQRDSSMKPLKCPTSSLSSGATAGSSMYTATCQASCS
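Inverse agonists were sought by their lowering of basal cAMP reporter luciferase output in HEK293 cells stably carrying constitutively active human GLP-1R, after 24 h compound treatment.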
FUS yeast rescue – FUS proteinopathy suppression in yeast. 390,000 tested, 0.24% active. Potency, µM (doses to about 76.6 µM), without a hit: at the top dose growth rescue (activation), most hits filed as activators. AID 1347120. S. cerevisiae FUS-expressing, growth rescue, OD600, 24 h;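 further: potency means the concentration at half of the fitted maximal effect; plate controls were DMSO vehicle for no effect and reference control for full effect; nearly all actives have a fitted effect of over 55% in size; some results filed as inactive show a strong effect at the top dose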
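Read-out: OD at 600 nm after 24hr at 30C, reporting rescue of FUS-induced yeast toxicity. Cells at OD 0.005 in galactose (2%) minimal medium; compounds tested in a dilution series; CP55940 titration from 92uM final as control.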
TDP43 rescue – inhibitors of TDP-43 toxicity in yeast. TDP-43 expressing yeast growth rescue, BacTiter-Glo, 24 h. Potency, µM (top dose mostly 46.1 µM), inactives show at the highest dose growth rescue (activation), hits mostly activators. 410,000 tested, 1.8% active. AID 652104; further: potency means the concentration at half of the fitted maximal effect; % of control where 0% means no effect; nearly all actives have a fitted effect of over 50% in size
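Cell-based yeast growth screen: TDP-43 expression induced in galactose, inoculum OD600=0.02 after raffinose pregrowth to mid-log. Read-out BacTiter-Glo luminescence at 24 hr, 30 deg C; inhibition of toxicity seen as signal increase.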
An asterisk follows results filed as active; i = inactive; ? = inconclusive; / = no result given; [ ] = another dose, or the depositor's remark. Unless noted, the call rests on the fitted dose curve; in most records, active means well fitted curve in the direction sought with a large enough effect; inconclusive means small, poorly fitted or top-dose-only effect, or another doubt; inactive means no such curve, though single readings can be large; an effect the other way counts as inactive or inconclusive.

SMILES | Mm-Cpn inhibitor | PTHR1 agonist | HEK293 tox | TDP43 rescue | GLP1R inv ag | FUS yeast rescue | Abeta rescue | aSyn rescue | Akt phos inh
CCOC(=O)c1ccc(NC(=O)CN2CCN(c3ccccc3)CC2)cc1 | 0% | -4% | 26% | 16% | ? | -5% | 18% | 11% | i
O=C(Nc1cccnc1)c1ccc(COc2ccccc2Br)cc1 | 0% | -77%[inhibitor] | ? | ? | ? | 0% | -10% | -8% | i
COc1ccc(Cc2nnc(SCC(=O)Nc3cc(Cl)ccc3OC)[nH]c2=O)cc1 | 1% | -84%[inhibitor] | -1% | 19% | -14% | -2% | -19% | 1% | i
Cc1ccc(CC2CC(=O)N(c3nc4ccccc4s3)C2=O)cc1 (stereo not given) | -7% | -20% | 3% | 17% | -26% | 19% | -16% | -1% | i
Cc1cc2c(c(=O)n1CCN(C)C)C(c1ccncc1)C(C#N)=C(N)O2 (stereo not given) | 2% | i | 5% | -25% | -1% | 14% | -3% | -8% | i
COc1ccc2[nH]c(=O)c(CNc3ccccc3C)cc2c1 | -3% | ? | 26% | -31%[inhibitor] | 59%[activator] | 33% | -2% | -1% | i
Cc1ccc(-c2ccc(/C=N/NC(=S)Nc3ccccc3)o2)cc1[N+](=O)[O-] | 1% | -5%[57.5 µM] | 7% | 7% | 0% | 21% | -13% | -2% | i
CC(C)(C)CC(=O)NC(=S)NCc1ccccc1 | 0% | -52%[inhibitor] | ? | ? | ? | -21% | 20% | -8% | i
CCOC(=O)c1cc(-c2ccc(F)cc2)n(CC(=O)NC2CCCCCC2)c1C | / | -14% | 1% | 8% | 0% | 19% | -17% | / | /
Cc1ccc(S(=O)(=O)N2CCOCC2)cc1NC(=O)COC(=O)CNC(=O)c1ccc(C(C)(C)C)cc1 | -2% | -19% | 4% | 0% | 6% | ? | -15% | -2% | i
COC(=O)[C@@H](NC(=O)NC(C)CCc1ccccc1)C(C)C (stereo not given in full) | -2% | i | -6% | -4% | -26% | -10% | 3% | -15% | /
O=C(CNC(=O)c1ccccn1)N/N=C/c1ccccc1 | 2% | i | -6% | 0% | -6% | -15% | 37% | -14% | i
COc1ccc(N(CC(=O)Nc2cccc(C)c2)S(=O)(=O)c2ccc(C)cc2)cc1OC | 2% | i | -3% | -1% | 12% | -18% | -8% | 0% | i
O=S(=O)(NCc1cc(-c2ccccc2)no1)c1ccccc1 | 1% | -18% | -1% | -19%[9.22 µM] | -6% | 14% | 4% | 8% | i
COc1cccc2c1C(=N)c1c(O)c3c(c(O)c1C2=O)CC(O)(C(C)=O)CC3OC1CC(N)C(O)C(C)O1 (stereo not given) | / | -16% | ? | -63%[inhibitor] | ? | / | -16% | -39%[inhibitor] | i
O=C(Nc1ccccc1)OCCN1CCOCC1 | / | i | 3% | -25% | 11% | / | -6% | -2% | i
Cc1cccc(N2CCN(C(=O)C3CCN(S(=O)(=O)Cc4ccccc4)CC3)CC2)c1C | / | -49%[inhibitor] | -1% | ? | 0% | 8% | -5% | / | /
COc1ccc(Nc2cc(C(=O)NC3CCCC3)c3ccccc3n2)cc1 | / | -26% | 9% | 0% | -30% | -29% | 1% | / | /
Cc1cc(NC(=O)CCNS(=O)(=O)c2cc(Br)cnc2N)ccc1Br | -2% | -9%[57.5 µM] | -9% | 0% | -26% | -10% | 1% | 0% | i
O=C(Cc1ccc(N2CCNC2=O)cc1)N1CCCC(Nc2ccc(F)c(F)c2)C1 (stereo not given) | -1% | -11% | -29% | -12% | ? | 4% | 3% | -2% | i

(next part)
SMILES | Mm-Cpn inhibitor | PTHR1 agonist | HEK293 tox | TDP43 rescue | GLP1R inv ag | FUS yeast rescue | Abeta rescue | aSyn rescue | Akt phos inh
Clc1ccc(-c2cc(COc3ccccc3)no2)cc1Cl | -2% | i | 17% | 18% | -26% | / | -7% | -6% | i
O=C1CN(C(=O)c2ccc(S(=O)(=O)N3CCCCC3)cc2)C(c2ccc(F)cc2)c2cc(F)ccc2N1 (stereo not given) | / | -8% | 3% | 22% | ? | ? | 14% | / | /
COc1ccc(/C=C/C(=O)NCC2COc3ccccc3O2)c(OC)c1 (stereo not given) | -9% | i | 15% | ? | ? | 25% | -21% | -1% | i
Cc1c(C)n(Cc2ccccc2)c2ncnc(NCCCO)c12 | -1% | i | -1% | -14% | 10% | -12% | -4% | -2% | i
CCCCNC(=O)NNC(=O)COc1cccc(C)c1C | 3% | -3% | -2% | 0% | 10% | 1% | 10% | -3% | i
CCN(CC)c1ccc(/C=N/NC(=O)c2cccc(N3CCCC3=O)c2)cc1 | -5% | i | 36%[activator] | 9% | ? | 18% | -5% | 5% | i
CN(C(=O)COC(=O)CNC(=O)c1ccccc1F)C1CCCCC1 | 0% | -17% | -6% | -29% | -1% | 4% | 2% | -3% | i
CCOc1ccc(CC(=O)NCCc2sc3nc(-c4ccc(F)cc4)nn3c2C)cc1 | / | -28% | -15% | ? | -22% | 7% | 24% | / | /
C/C(=N\N=C1\NC(=O)C(CC(=O)O)S1)c1ccccn1 (stereo not given) | 0% | i | 17% | -28% | -25% | 15% | ? | 0% | i
CCOC(=O)c1nn(-c2ccc(C)cc2)c(=O)cc1OCC(=O)Nc1cccc(OC)c1 | 0% | -32% | -4% | -5% | -5% | 14% | -2% | -2% | i
O=C(COC(=O)c1ccccc1)NC1CCCCCC1 | 0% | -24% | 5% | -16% | ? | 12% | -3% | 13% | i
COc1ccccc1CNC(=O)CN1N=C(c2ccccc2)CCC1=O | / | -10% | -8% | -22% | 9% | -7% | -7% | / | /
COc1ccc(C(=O)ON=C2CCN(C)CC2)cc1 | -2% | i | 2% | 14% | 16% | -19% | -1% | 3% | i
Cc1sc2ncnc(NS(=O)(=O)c3ccc(Cl)cc3)c2c1C | 0% | -74%[inhibitor] | 4% | ? | ? | ? | 3% | 0% | i
COc1cccc(NC=C2C(=O)OC(C)(C)OC2=O)c1 | 1% | i | -13% | ? | 0% | 5% | -1% | 1% | i
O=C(NCCNC(=O)c1cnccn1)c1ccc(Cl)c(Cl)c1 | -5% | 9% | -58% | -6% | -1% | 0% | 0% | -5% | i
COc1ccc(CC(N)c2csc(Nc3cc(Oc4ccccc4)ncn3)n2)cc1 (stereo not given) | / | -2% | 1% | 7% | -23% | 11% | -10% | -5% | i
CCCOc1ccc(-c2c(C(=O)N/N=C/c3cccnc3)nnn2-c2nonc2N)cc1 | 1% | i | -1% | 21% | -4% | 0% | -8% | 1% | /
COc1ccc(C(=O)c2cc3ccc(O)cc3oc2=O)cc1 | -2% | ? | 23% | -18% | 59%[activator] | 30% | 0% | -27% | i
CCC1CCCCN1CCCNC(=O)c1sc2nc(C)cc(C)c2c1-n1cccc1 (stereo not given) | / | 25% | 1% | -22% | ? | 21% | -16% | / | /

Continued:
SMILES | Mm-Cpn inhibitor | PTHR1 agonist | HEK293 tox | TDP43 rescue | GLP1R inv ag | FUS yeast rescue | Abeta rescue | aSyn rescue | Akt phos inh
CC(=O)NC1CC2CCCC(C1)N2Cc1ccc(C)cc1 (stereo not given) | -5% | i | 2% | -20% | 4% | -17% | -2% | -1% | i
COc1cccc(OCC(=O)NC2CC(=O)N(c3cccc(OC)c3)C2)c1 (stereo not given) | / | 0% | -3% | 9% | 22% | 2% | -11% | / | /
C=CCn1nnc2sc3c(c2c1=O)CCC(C)C3 (stereo not given) | 1% | i | 16% | 25% | 69%[activator] | 12% | -37%[inhibitor] | 18% | i
Nc1nc(SCC(=O)Nc2ccccc2)nc2nc3c(cc12)CCCC3 | -2% | i | ? | -9% | 3% | 24% | -9% | -7% | i
COc1ccc2c(c1)c1c(n2C)[C@@H]2CC=C(CO)[C@@H](C1)N2C | -1% | -16% | 3% | 14% | 10% | -10% | 5% | -5% | i
CC(C)CC(=O)N1CCN(Cc2cccc([N+](=O)[O-])c2)CC1 | 0% | -12% | 4% | -1% | 6% | -10% | 1% | -3% | i
CCNC(=S)NNC(=O)c1cc(CC(C)C)nc2ccccc12 | -1% | 4%[57.5 µM] | -17% | 10% | -9% | 5% | -2% | -16% | i
CC(Sc1nnc(-c2ccc(Cl)cc2)n1N)C(=O)NCC1CCCO1 (stereo not given) | 1% | -1% | -3% | 14% | -11% | -7% | -1% | 0% | i
O=S1(=O)CC(N2CCN(CCO)CC2)CN1Cc1cn(Cc2cccc(C(F)(F)F)c2)nn1 (stereo not given) | / | i | 3% | 6% | 20% | 0% | -14% | -9% | i
CCc1nc2ccc(C(=O)NCCN3CCOCC3)cn2c1N(CCC(C)C)CCN(C)C | / | i | -3% | 16% | 20% | -1% | -2% | -13% | i
Cc1ccc(NC(=O)c2ccc3nc(N4CCOCC4)sc3c2)c(Cl)c1 | 1% | -24% | 13% | 24% | 6% | -21% | -13% | -9% | i
O=c1[nH]c(/C=C/c2cccnc2)c([N+](=O)[O-])c(=O)[nH]1 | ? | -6% | -12% | -10% | -1% | 5% | -8% | 3% | i
Cn1c(Cn2cnc3ccccc32)nnc1SCC(=O)CC(=O)Nc1ccccc1 | 1% | i | -15% | 3% | -13% | 30% | 16% | 0% | i

Two entries drawn at random from the list so far, as already listed:
SMILES | Mm-Cpn inhibitor | PTHR1 agonist | HEK293 tox | TDP43 rescue | GLP1R inv ag | FUS yeast rescue | Abeta rescue | aSyn rescue | Akt phos inh
CC(=O)NC1CC2CCCC(C1)N2Cc1ccc(C)cc1 (stereo not given) | -5% | i | 2% | -20% | 4% | -17% | -2% | -1% | i
CCc1nc2ccc(C(=O)NCCN3CCOCC3)cn2c1N(CCC(C)C)CCN(C)C | / | i | -3% | 16% | 20% | -1% | -2% | -13% | i

The list is partial (hit frequency here may not be typical).
